Dengue inhibitors – Dengue virus cytopathic effect inhibitors, cell-based, CPE readout, HTS (AID 540333). Dengue virus CPE inhibition in host cells; stronger effect = higher value. CPE inhibition, % at 20 µM. 10,000 compounds, 3.1% hits; in the data active = CPE inhibition mostly above about 9.1%, no sharp cut-off; inactive = mostly below about 7.2%
An asterisk follows results filed as active; i = inactive.

Start of the data: the first three records as a preview:
SMILES	Dengue inhibitors
Cc1ccc(S(=O)(=O)N2CCCC2C(=O)OCc2nc3sc(C)c(C)c3c(=O)[nH]2)cc1 (stereo not drawn)	0.3
CC(=O)Nc1ccc(N(C(=O)Cc2c[nH]c3ccccc23)C(C(=O)NC2CCCCC2)c2ccco2)cc1 (stereo not drawn)	1.5
COC(=O)c1c(NC(=S)Nc2ccc(CC(=O)O)cc2)sc(C)c1C	0.3

Results, repeating the preview:
SMILES	Dengue inhibitors
Cc1ccc(S(=O)(=O)N2CCCC2C(=O)OCc2nc3sc(C)c(C)c3c(=O)[nH]2)cc1 (stereo not drawn)	0.3
CC(=O)Nc1ccc(N(C(=O)Cc2c[nH]c3ccccc23)C(C(=O)NC2CCCCC2)c2ccco2)cc1 (stereo not drawn)	1.5
COC(=O)c1c(NC(=S)Nc2ccc(CC(=O)O)cc2)sc(C)c1C	0.3
COc1ccc(N/C=C\C(=O)c2ccc3c(c2)OCO3)cc1OC	0.0
O=[N+]([O-])c1ccc(N2CCNCC2)cc1NCc1cccnc1	i
C/C(CCc1ccccc1)=N\NC(=O)CC(=O)NCCc1ccccc1	i
O=C(N/N=C/c1ccc(O)cc1)c1cccc(C(F)(F)F)c1	2.4

Source: PubChem BioAssay (Southern Research Specialized Biocontainment Screening Center)

Only part of the results is shown, so the mix of outcomes need not match the whole.
